Screening results as filed in PubChem.
DNMT1 inh = inhibitors of human DNMT1 | P26358 | DNMT1 molecular beacon, Hinp1I cleavage, fluorescence | inhibition (reported as % activation of signal), % at 10 µM | actives 0.83% (n = 360,000) | AID 588458; in the data active = inhibition above about 50%
Rpn11 block = Rpn11 (human) deubiquitinase inhibition; actives 0.59% (n = 360,000); human 26S proteasome, Ub4-pepOG fluorescence polarization; 20S core pre-blocked with epoxomicin; calls only at 20 µM; AID 588493; O00487;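 active = inhibition at 20 µM, scaled to each plate's controls, above about 33%, limit read from the data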
Scp-1 inhibitor = blocks human Scp-1 phosphatase activity; Q9GZU7; Recombinant Scp1, phosphopeptide, malachite green phosphate absorbance; AID 493091; actives 0.88% (n = 340,000); inhibition, % at 20 µM;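 active = inhibition above about 50% at 20 µM, limit read from the data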;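 note: plate controls were DMSO wells with enzyme for no effect and wells lacking enzyme for full effect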
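Assay system: SCP-1 catalytic fragment, aa 76-261 | Buffer or medium: Tris acetate buffer pH 5.5 with MgCl2 and Tween-20 | Compound: One concentration, 20 µM, with 1.0% DMSO | Also added: Phospho 17-mer peptide substrate | Signal: Absorbance at 630 nm | Incubation: 45 min enzyme reaction at room temperature | Measure: % inhibition of SCP-1 phosphate liberation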
CSN inh = CSN deneddylation inhibition | Q92905 | Purified CSN, SCF-Nedd8-OG deneddylation, fluorescence polarization | inhibition, % at 12.5 µM | actives 0.38% (n = 360,000) | AID 651999;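 active = pattern-corrected inhibition above about 35%, with an unprinted fluorescence ratio check between 0.5 and 1.5, limit read from the data, passing the limit was not always enough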;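 note: 0% = enzyme with substrate and 100% = substrate without enzyme; some results filed as inactive read as strong as hits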
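Test system: purified human Csn5 enzyme expressed in HEK293T cells. Amount: 0.24 nM enzyme. Reagent: SCFSkp2-Nedd8OG substrate at 10 nM final. Schedule: 90 min incubation of compound, enzyme and substrate at room temperature. Detection: fluorescence polarization. Read-out: % inhibition of substrate cleavage by Csn5.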
SUMO1 PPI mod = alters human SUMO1 binding to SIM partners; P63165; SUMO1 binding to a labelled peptide, TR-FRET, 1 h; inhibition, % at 20 µM; actives 0.33% (n = 360,000); in the data active = inhibition above about 37%
Target sequence (P63165 whole entry, looked up): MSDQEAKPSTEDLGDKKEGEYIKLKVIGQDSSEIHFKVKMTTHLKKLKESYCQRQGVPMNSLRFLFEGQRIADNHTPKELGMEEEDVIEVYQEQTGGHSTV
Rin1-Abl PPI inh = inhibitors of human Rin1-Abl protein interaction | P00519+Q13671 | TR-FRET Rin1/Abl binding, biochemical | inhibition, % at 7.35 µM | actives 0.4% (n = 360,000) | AID 588664; in the data active = inhibition above about 5%, passing the limit was not always enough
STEP inh = STEP (human) phosphatase inhibition; inhibition, % at 20 µM; actives 0.25% (n = 360,000); P54829; recombinant STEP, OMFP fluorogenic substrate, fluorescence;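 active = inhibition at 20 µM, scaled per plate between control wells, above about 37%, limit read from the data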;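 note: 0% = DMSO with enzyme and substrate and 100% = substrate only without enzyme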
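Assay system: isolated STEP enzyme / Timing: 20 min at room temperature, dark / Doses: 20 µM, 1% DMSO / Technique: fluorescence intensity, excitation 480 nm, emission 540 nm / Reagent: fluorogenic phosphatase substrate OMFP at 25 µM final / Measure: percent inhibition scaled to no-enzyme and uninhibited-enzyme controls, plate-pattern corrected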
Neddyl block = cullin neddylation inhibition. actives 0.58% (n = 360,000). TR-FRET cullin neddylation, biochemical. AID 651699. P61081+Q13564. calls only at 25 µM; in the data active = inhibition above about 36%
Target sequence (P61081 whole entry, looked up): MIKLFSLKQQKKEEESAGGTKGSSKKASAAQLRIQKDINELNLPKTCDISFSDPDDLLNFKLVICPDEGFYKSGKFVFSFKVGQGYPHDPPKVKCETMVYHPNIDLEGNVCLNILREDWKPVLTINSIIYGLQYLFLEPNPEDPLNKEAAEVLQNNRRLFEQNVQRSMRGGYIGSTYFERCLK
Target sequence (Q13564 whole entry, looked up): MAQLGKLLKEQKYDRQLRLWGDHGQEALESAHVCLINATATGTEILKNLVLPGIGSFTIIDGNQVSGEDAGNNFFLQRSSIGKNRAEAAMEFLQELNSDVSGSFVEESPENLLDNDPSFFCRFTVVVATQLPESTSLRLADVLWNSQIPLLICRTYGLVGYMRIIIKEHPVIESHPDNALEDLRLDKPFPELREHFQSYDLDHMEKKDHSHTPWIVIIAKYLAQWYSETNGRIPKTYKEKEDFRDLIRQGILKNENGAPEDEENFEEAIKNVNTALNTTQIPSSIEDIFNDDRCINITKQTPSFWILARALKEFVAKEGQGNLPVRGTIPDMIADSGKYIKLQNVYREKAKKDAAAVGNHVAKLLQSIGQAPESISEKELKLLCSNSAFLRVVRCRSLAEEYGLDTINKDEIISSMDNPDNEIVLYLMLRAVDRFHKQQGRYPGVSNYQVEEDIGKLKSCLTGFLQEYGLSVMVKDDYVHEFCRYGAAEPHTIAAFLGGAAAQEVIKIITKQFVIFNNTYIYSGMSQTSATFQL
LMPTP inh = blocks human LMPTP phosphatase; P24666; recombinant LMPTP-A, OMFP fluorogenic substrate, fluorescence intensity; inhibition, % at 20 µM; actives 0.22% (n = 360,000);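 active = compounds that cut the enzyme signal by at least half of the control window in the single-dose screen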;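 note: plate controls were DMSO wells with enzyme plus substrate for no effect and substrate without enzyme for full effect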
Target sequence (P24666 whole entry, looked up): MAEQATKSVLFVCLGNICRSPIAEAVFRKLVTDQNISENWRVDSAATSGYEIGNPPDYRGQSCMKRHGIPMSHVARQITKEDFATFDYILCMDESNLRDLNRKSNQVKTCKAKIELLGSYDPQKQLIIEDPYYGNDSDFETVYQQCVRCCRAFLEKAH
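Test system: LMPTP-A, protein tyrosine phosphatase of low molecular weight; Input: 0.625 nM enzyme; Incubation: 50 min dark incubation at room temperature; Signal: endpoint fluorescence intensity from OMFP dephosphorylation; Read-out basis: % inhibition versus control wells.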
NadD block = inhibitors of Staphylococcus aureus NadD | actives 0.78% (n = 360,000) | inhibition, % at 20 µM | purified NadD enzyme, colorimetric absorbance read-out; in the data active = inhibition above about 26%; note: some compounds past the cut are filed as inactive
Active calls of the source: *; i = inactive; . = not tested or not shown; + = active, no number.

1	COC(=O)c1[nH]c2ccc(C)cc2c1NC(=O)CN1CCCC(C)(C)C1
2	CCOc1ccc(C2/C(=C(\O)c3cccc(OC)c3)C(=O)C(=O)N2c2cc(C)on2)cc1OC (stereo not drawn)
3	O=P(O)(CCCP(=O)(O)CCc1ccccc1)CCc1ccccc1
4	CN(C/C=C/C#CC(C)(C)C)Cc1cccc2ccccc12
5	COC(=O)c1sccc1NC(=O)/C=C\c1ccc(Cl)cc1Cl
6	CCOC(=O)C1CCCN(C(=O)C2CCCN(S(C)(=O)=O)C2)C1 (stereo not drawn)
Compound,1,2,3,4,5,6
DNMT1 inh,-4,-1,2,7,49,4
Rpn11 block,i,i,i,i,i,i
Scp-1 inhibitor,-13,3,-10,-4,1,0
CSN inh,-4,3,-1,2,-1,1
SUMO1 PPI mod,-5,-10,3,1,-2,-1
Rin1-Abl PPI inh,-2,-1,0,0,-3,1
STEP inh,-1,-1,-3,-1,0,2
Neddyl block,i,i,i,i,i,i
LMPTP inh,2.7,-2.4,-0.7,0.4,0.2,-1.7
NadD block,-6,12,0,1,0,2

7	OCC1CCCC(n2cnc3c(=S)nc[nH]c32)O1 (stereo not drawn)
8	COc1cc2c(cc1OC)CN(C(=O)c1ccc(Br)o1)CC2
9	COc1ccccc1CNc1n[nH]c(NCc2ccccc2OC)n1
10	O=C(CCN1C(=O)c2ccccc2C1=O)NC1=NCCS1
11	O=C(CCNS(=O)(=O)c1cccc2nonc12)N1CCN(c2cccc(Cl)c2)CC1
12	O=C(CNc1ccccc1)c1ccc([N+](=O)[O-])cc1
Compound,7,8,9,10,11,12
DNMT1 inh,0,1,-3,6,-3,-20
Rpn11 block,i,i,i,i,i,i
Scp-1 inhibitor,-18,10,-10,-1,1,-8
CSN inh,-1,-2,2,0,1,0
SUMO1 PPI mod,-2,4,0,-4,-24,-17
Rin1-Abl PPI inh,1,4,-2,-1,0,-4
STEP inh,-3,5,-2,2,1,-3
Neddyl block,i,i,i,i,i,i
LMPTP inh,-2.3,-0.3,-0.1,-0.7,0.4,-0.4
NadD block,-9,1,-3,1,2,7

13	O=C(c1ccco1)N1CCN(C(=O)c2cnn3c(C(F)(F)F)cc(-c4cccs4)nc23)CC1
14	COc1ccc(Sc2nnc(-c3ccccc3)cc2C#N)cc1
15	Cc1ccc(OCCSc2nc3ncnc(N)c3[nH]2)cc1
16	COc1ccc(S(=O)(=O)Nc2ccc3c(c2)C(=O)N([C@H](C)CO)C[C@H](C)[C@@H](CN(C)S(=O)(=O)c2cccs2)O3)cc1
17	Cc1ccccc1N1CCN(CC(=O)Nc2nccs2)CC1
18	O=C(NCC1CCCO1)c1cccc(-n2cnnn2)c1 (stereo not drawn)
Compound,13,14,15,16,17,18
DNMT1 inh,4,-7,2,-2,-3,1
Rpn11 block,i,i,i,i,i,i
Scp-1 inhibitor,-5,-10,-24,-3,-10,-7
CSN inh,0,2,7,-8,2,0
SUMO1 PPI mod,-15,-9,3,1,1,-2
Rin1-Abl PPI inh,-8,2,0,1,1,-1
STEP inh,-4,-1,2,-2,0,-3
Neddyl block,.,i,i,i,i,i
LMPTP inh,-0.7,-1.0,8.8,-0.3,0.4,-0.8
NadD block,-2,3,-6,1,-4,-3

19	C/C(=N\NC(=O)COc1ccc([N+](=O)[O-])cc1)C(C)(C)C
20	CCC(NC(=O)c1ccccc1NC(=O)c1ccco1)C(=O)NNC(=O)c1ccc(OC)cc1 (stereo not drawn)
21	CSc1cccc(NC(=O)c2cnn3ccccc23)c1
22	Cc1c(CCOC(=O)c2ccc(N3CCOCC3)c([N+](=O)[O-])c2)sc[n+]1CC#N
23	CCCCn1c(N)c(Br)c(=O)[nH]c1=O
24	CC(C)(CN1CCCC1)NC(=O)C1CCC(=O)N(CCCN2CCOCC2)C1 (stereo not drawn)
Compound,19,20,21,22,23,24
DNMT1 inh,1,1,-2,-5,2,-4
Rpn11 block,i,i,i,i,i,i
Scp-1 inhibitor,8,1,-6,-1,0,-5
CSN inh,-3,0,-5,2,1,-1
SUMO1 PPI mod,-11,2,-7,-15,-3,-5
Rin1-Abl PPI inh,0,0,-1,-10,-1,-3
STEP inh,0,-3,-2,-2,-3,-5
Neddyl block,i,i,i,i,i,i
LMPTP inh,0.2,-1.9,-1.0,-0.2,-2.0,-6.7
NadD block,-5,6,2,-6,-9,-1

Along the list, from the results shown.
Nos. 20 to 23 in CSN inh read 0, -5, 2, 1
Nos. 20 to 23 in LMPTP inh read -1.9, -1.0, -0.2, -2.0
Nos. 20 to 23 in Neddyl block read i, i, i, i

More results
25	Cc1ccc(C(=O)NCC(=O)OCC(=O)c2cc(C)n(Cc3ccco3)c2C)cc1
26	COc1ccc(NC(=O)C2CCCN2S(=O)(=O)c2ccc(C)cc2)cc1 (stereo not drawn)
27	O=C(NCC(c1cccs1)N1CCOCC1)C1CCN(S(=O)(=O)c2c(Cl)cccc2Cl)CC1 (stereo not drawn)
28	COc1ccc2c(c1)CCCC21SC(NC(C)=O)=NN1C(C)=O (stereo not drawn)
29	CCCOC(=O)CCc1n[nH]c(=O)[nH]c1=O
30	Cc1noc(C)c1COC(=O)COc1ccc2c(C)cc(=O)oc2c1
Compound,25,26,27,28,29,30
DNMT1 inh,6,-1,-1,1,5,-1
Rpn11 block,i,i,i,i,i,i
Scp-1 inhibitor,-4,-9,6,-4,-11,8
CSN inh,5,4,-1,-4,0,0
SUMO1 PPI mod,0,1,2,2,3,2
Rin1-Abl PPI inh,3,-1,2,-3,-2,-2
STEP inh,3,-1,1,2,-2,0
Neddyl block,i,i,i,i,i,i
LMPTP inh,1.1,-1.5,-0.1,-1.7,0.0,-1.9
NadD block,-4,-6,0,2,1,2

Ordered by the number under SUMO1 PPI mod (smallest number first): three from the list above
11	O=C(CCNS(=O)(=O)c1cccc2nonc12)N1CCN(c2cccc(Cl)c2)CC1
2	CCOc1ccc(C2/C(=C(\O)c3cccc(OC)c3)C(=O)C(=O)N2c2cc(C)on2)cc1OC (stereo not drawn)
21	CSc1cccc(NC(=O)c2cnn3ccccc23)c1
Compound,11,2,21
DNMT1 inh,-3,-1,-2
Rpn11 block,i,i,i
Scp-1 inhibitor,1,3,-6
CSN inh,1,3,-5
SUMO1 PPI mod,-24,-10,-7
Rin1-Abl PPI inh,0,-1,-1
STEP inh,1,-1,-2
Neddyl block,i,i,i
LMPTP inh,0.4,-2.4,-1.0
NadD block,2,12,2

Additional results
31	Cc1ccc(N(C(C)C(=O)N2CCOCC2)S(C)(=O)=O)cc1C (stereo not drawn)
32	Cn1cc(C(=O)C(=O)N2CCCCC2)c2ccccc21
33	Cc1cc(C)n(C(=O)c2ccc([N+](=O)[O-])cc2[N+](=O)[O-])n1
34	Cc1ccc(NC(=O)COC(=O)CN2CCCCCC2=O)cc1C
35	O=C(COC(=O)C1(c2ccccc2F)CCCC1)N1CCN(C(=O)c2ccco2)CC1
36	CCOC(=O)N1CCC(N2C(=O)c3ccccc3C2Nc2ccc(Cl)cn2)CC1 (stereo not drawn)
Compound,31,32,33,34,35,36
DNMT1 inh,19,2,3,4,2,-4
Rpn11 block,i,i,i,i,i,i
Scp-1 inhibitor,9,-5,-6,-5,-3,-1
CSN inh,-2,-1,-9,-1,2,2
SUMO1 PPI mod,-2,4,-25,-2,-1,6
Rin1-Abl PPI inh,1,4,-5,0,3,1
STEP inh,2,-1,1,-4,3,0
Neddyl block,i,i,i,i,i,i
LMPTP inh,-0.4,-1.2,-1.5,-0.7,-2.7,0.1
NadD block,-1,3,4,11,-3,-1

Arranged by SMILES length (highest first): some entries from above
33	Cc1cc(C)n(C(=O)c2ccc([N+](=O)[O-])cc2[N+](=O)[O-])n1
34	Cc1ccc(NC(=O)COC(=O)CN2CCCCCC2=O)cc1C
32	Cn1cc(C(=O)C(=O)N2CCCCC2)c2ccccc21
Compound,33,34,32
DNMT1 inh,3,4,2
Rpn11 block,i,i,i
Scp-1 inhibitor,-6,-5,-5
CSN inh,-9,-1,-1
SUMO1 PPI mod,-25,-2,4
Rin1-Abl PPI inh,-5,0,4
STEP inh,1,-4,-1
Neddyl block,i,i,i
LMPTP inh,-1.5,-0.7,-1.2
NadD block,4,11,3

The list goes on:
37	Cc1ccccc1NS(=O)(=O)c1ccc(OCC(=O)NCc2cccnc2)cc1
38	OC(c1ccc2ccccc2c1)c1ncc(-c2ccc(C(F)(F)F)cc2)[nH]1 (stereo not drawn)
39	CCOC(=O)C1=C(C)N(c2ccccc2)C(=O)NC1c1cccc([N+](=O)[O-])c1 (stereo not drawn)
40	COC(=O)c1ccccc1NC(=O)c1nc2nc(C)cc(C(F)F)n2n1
41	CCOC(=O)c1c(NC(=O)CN2C(=O)NC(C)(c3ccc(OC(F)F)cc3)C2=O)sc(C)c1C (stereo not drawn)
42	CC1(C)Oc2cc3oc(-c4cc(O)cc(O)c4)cc3cc2CC1O (stereo not drawn)
Compound,37,38,39,40,41,42
DNMT1 inh,-7,-22,-5,0,-15,-20
Rpn11 block,i,i,i,i,i,i
Scp-1 inhibitor,-6,.,-2,-4,-8,1
CSN inh,0,-4,2,2,-7,3
SUMO1 PPI mod,5,1,-11,-8,0,-15
Rin1-Abl PPI inh,-3,-3,-1,-4,0,-1
STEP inh,-2,0,-4,-8,0,-4
Neddyl block,i,i,i,i,i,+
LMPTP inh,-1.1,3.4,1.0,-1.3,1.4,1.4
NadD block,-2,7,0,-7,-3,2

43	O=C(Nc1ccc(Oc2cccnc2)cc1)C1CCN(Cc2cccc(Cl)c2)CC1
44	N#CC1=C(N)Oc2n[nH]c(-c3ccc(F)cc3)c2C1c1cccc(OC(=O)N2CCOCC2)c1 (stereo not drawn)
45	COc1ccccc1CNC(=O)c1ccc(CS(=O)(=O)c2ccccc2OC)o1
46	O=C(Cc1c(F)cccc1Cl)N1CCN(S(=O)(=O)c2cccc(F)c2)CC1
Compound,43,44,45,46
DNMT1 inh,-4,-8,0,-3
Rpn11 block,i,i,i,i
Scp-1 inhibitor,-1,-3,-7,-10
CSN inh,3,-1,3,4
SUMO1 PPI mod,2,0,-3,-1
Rin1-Abl PPI inh,6,-1,-3,5
STEP inh,-1,-2,-2,-1
Neddyl block,i,i,i,i
LMPTP inh,1.9,0.3,-1.6,-1.2
NadD block,2,10,-1,-4
